# Assay outcomes deposited in PubChem by The Scripps Research Institute Molecular Screening Center.
# ADAM10 inh – human ADAM10 inhibitors, primary screen, biochemical, QFRET, HTS; Disintegrin and metalloproteinase domain-containing protein 10 (Homo sapiens), O14672; recombinant ADAM10, EDANS/DABCYL FRET peptide cleavage, 3 h; inhibition, % at 7 µM; actives 0.62% (n = 370,000); AID 720582, 2013;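 active means inhibition above a per-campaign cutoff equal to the mean of compounds falling between control-based bounds plus 3 SD, cut at about 20% in these data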;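 further: 0% = DMSO wells while the 100% control is not disclosed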
# DDE Tn7 FP inh – inhibitors of Tn7 peptide binding to fibrin DD(E), primary screen, biochemical, fluorescence polarization, human fibrin, Tn7 probe. Fibrinogen beta chain (Homo sapiens), P02675. actives 0.13% (n = 370,000). FP displacement of FITC-Tn7 peptide from fibrin DD(E); 0% = median of compound wells per plate. inhibition, % at 8.3 µM;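 active means inhibition above the mean of compounds falling within the control limits plus 3 SD of them, cut at about 14% in these data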;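 further: 0% = plate median of compound wells and 100% = 10 µM Aha-Tn7 peptide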
#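 System: human fibrin DD(E); quantity: Fibrin-DD(E) at 2 µM final; also added: fluorescent Tn7 probe at 0.1 µM; compound dosing: single nominal test concentration of 8.3 µM per compound; schedule: 10 min preincubation, 3 h with tracer, room temperature; detection: fluorescence polarization of the labelled Tn7 tracer; repeats: one replicate per compound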
# PLCg1 inh – PLC-gamma1 enzyme inhibitors, primary screen, biochemical, fluorescence, purified enzyme. 1-phosphatidylinositol 4,5-bisphosphate phosphodiesterase gamma-1 (Homo sapiens), P19174. fluorogenic substrate. inhibition, % at 12.2 µM. actives 0.84% (n = 370,000); in the data active means inhibition above about 9.5%
# ARFGAP1 inhibitor – inhibitors of rat ARFGAP1 GAP activity, primary screen, biochemical, fluorescence polarization, GDP tracer | Arfgap1-stimulated ARF1 GTP hydrolysis, GDP FP detection | inhibition, % at 16.5 µM | actives 0.26% (n = 360,000);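 active means inhibition above a per-plate limit, mean inhibition of low control wells plus 3 SD, cut at about 25% in these data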;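 further: 0% = DMSO wells with enzyme and 100% = wells lacking Arfgap1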
# Target sequence (Q62848 1-136 limits assumed): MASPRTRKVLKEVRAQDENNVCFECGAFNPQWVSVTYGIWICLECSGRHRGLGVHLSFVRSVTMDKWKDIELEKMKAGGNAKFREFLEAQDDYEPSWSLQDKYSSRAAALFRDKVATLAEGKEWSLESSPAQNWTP
#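 System: truncated rat Arfgap1 GAP domain / Medium: HEPES-based buffer, pH 7.5 / Also added: N-terminally truncated human ARF1-GTP substrate / Incubation: enzyme reaction 120 min at 25 °C after 20 min preincubation / Measured by: FP of antibody-bound GDP Alexa 633 tracer, ex 620/em 688 nm / Replicates: singlicate, each compound tested once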
# ASAP1 inh – inhibitors of human ASAP1 ArfGAP activity, primary screen, biochemical, fluorescence polarization; Arf-GAP with SH3 domain, ANK repeat and PH domain-containing protein 1 (Homo sapiens), …; ASAP1-stimulated ARF1 GTP hydrolysis, GDP FP detection; inhibition, % at 16.5 µM; actives 0.19% (n = 360,000); in the data active means inhibition above about 25%;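 further: 0% = vehicle with enzyme and substrate and 100% = no enzyme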
# Target sequence (Q9ULH1 325-724 limits assumed): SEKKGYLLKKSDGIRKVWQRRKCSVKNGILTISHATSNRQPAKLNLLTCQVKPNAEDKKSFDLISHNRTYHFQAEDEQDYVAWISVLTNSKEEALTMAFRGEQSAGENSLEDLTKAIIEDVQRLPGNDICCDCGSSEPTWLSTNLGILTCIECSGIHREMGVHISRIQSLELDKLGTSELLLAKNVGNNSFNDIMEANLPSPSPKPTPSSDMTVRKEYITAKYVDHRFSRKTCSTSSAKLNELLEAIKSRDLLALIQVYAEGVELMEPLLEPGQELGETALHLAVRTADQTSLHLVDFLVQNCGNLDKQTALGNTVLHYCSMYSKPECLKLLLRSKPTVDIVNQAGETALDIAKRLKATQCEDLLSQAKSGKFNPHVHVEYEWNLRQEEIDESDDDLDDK
# TDP2 inh – human TDP2 enzyme inhibitors, primary screen, biochemical, epi absorbance, recombinant enzyme. T5PNP hydrolysis, p-nitrophenol absorbance 415 nm. Tyrosyl-DNA phosphodiesterase 2 (Homo sapiens), O95551. inhibition, % at 12.8 µM. actives 0.34% (n = 370,000);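 active means inhibition above the mean of all tested compounds plus 3 SD, set per campaign, cut at about 25% in these data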;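 further: 0% = DMSO with enzyme and 100% = buffer with substrate but no TDP2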
#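 Test system: human TDP2 enzyme; Input: 120 nM TDP2 per well; Buffer or medium: Mg2+-containing Tris-HCl buffer, pH 7.5; Reagent: 5 mM T5PNP; Dosing: 12.8 µM single point, 1% DMSO; Incubation: reaction 2 h, 37 °C; Detection: p-Nitrophenol epi absorbance; Read-out: % inhibition relative to enzyme-containing and enzyme-free wells; Replicates: single well per compound.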
# Tn6 DDE FP – inhibitors of Tn6 peptide binding to fibrin DD(E), primary screen, biochemical, fluorescence polarization, human fibrin, Tn6 probe; Fibrinogen beta chain (Homo sapiens), P02675; Fibrin DD(E) TRITC-Tn6 fluorescence polarization displacement; inhibition, % at 8.3 µM; actives 0.21% (n = 370,000); AID 720509, 2013;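 active means inhibition above a per-campaign cutoff: mean of compounds within control limits plus 3 SD, cut at about 15% in these data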;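 further: 0% = median of all compound wells on the plate and 100% = blocking peptide control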
# ADAM17 inh – ADAM17 inhibitors, primary screen, biochemical, QFRET. inhibition, % at 6.95 µM. AID 720648, 2013. actives 0.83% (n = 370,000). recombinant ADAM17, EDANS/DABCYL FRET peptide cleavage;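 active means inhibition above the mean of compounds lying between control limits plus 3 SD, set per campaign, cut at about 8.5% in these data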;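 further: 0% = DMSO-only wells as the low control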
# SIAE inh – human SIAE inhibitors, primary screen, biochemical, fluorescence polarization, FP-Rh probe, 1536-well HTS; Sialate O-acetylesterase (Homo sapiens), Q9HAT2; SIAE FP-Rh probe binding; inhibition, % at 9.66 µM; actives 0.69% (n = 370,000); AID 1053197, 2014;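 active means inhibition above a cutoff: mean of compounds within the control limits plus 3 SD of those, cut at about 17% in these data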;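 further: 0% = plate median of compound wells and 100% = probe without SIAE protein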
# Target sequence (Q9HAT2 whole entry, looked up): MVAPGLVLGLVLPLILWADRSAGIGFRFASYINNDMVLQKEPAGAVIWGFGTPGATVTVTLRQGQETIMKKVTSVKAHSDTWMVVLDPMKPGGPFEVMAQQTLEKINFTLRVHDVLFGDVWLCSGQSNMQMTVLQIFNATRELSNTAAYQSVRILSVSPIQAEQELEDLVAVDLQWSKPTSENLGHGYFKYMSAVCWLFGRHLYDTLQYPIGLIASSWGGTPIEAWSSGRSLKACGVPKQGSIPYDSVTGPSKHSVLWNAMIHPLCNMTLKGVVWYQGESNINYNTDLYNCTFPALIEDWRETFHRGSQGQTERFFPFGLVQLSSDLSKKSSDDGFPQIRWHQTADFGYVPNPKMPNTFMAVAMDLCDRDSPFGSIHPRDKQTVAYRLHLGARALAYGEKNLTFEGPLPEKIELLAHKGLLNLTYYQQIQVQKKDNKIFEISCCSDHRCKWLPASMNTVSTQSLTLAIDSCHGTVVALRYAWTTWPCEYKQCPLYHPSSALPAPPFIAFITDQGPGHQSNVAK
# PLCb3 inh – human PLC-beta3 inhibitors, primary screen, biochemical, fluorescence; inhibition, % at 12.2 µM; Purified PLC-beta3, fluorogenic substrate; actives 0.18% (n = 370,000); in the data active means inhibition above about 11%;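 further: 0% = median of compound wells on plate and 100% = full blocker control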
# * = called active by the depositor; i = inactive; . = not tested or not shown.
smiles	ADAM10 inh	DDE Tn7 FP inh	PLCg1 inh	ARFGAP1 inhibitor	ASAP1 inh	TDP2 inh	Tn6 DDE FP	ADAM17 inh	SIAE inh	PLCb3 inh
CCOC(=O)CSc1nnc(NC(=O)c2cccc([N+](=O)[O-])c2C)s1	-4	2	-1	1	11	3	0	-1	2	-3
CCCOc1ccc(-c2c(C(=O)N/N=C(\C)c3cccnc3)nnn2-c2nonc2N)cc1	6	-3	0	10	14	-2	-9	-3	-6	-11
CC[n+]1c(/C=C/c2c[nH]c3ccccc23)ccc2cc(C)ccc21	-3	-72	-214	1	-11	5	-11	-3	-34	-196
CC[C@@]1(C(=O)OC)N[C@H](CN(C)S(=O)(=O)c2ccc(C(C)(C)C)cc2)[C@@H]2C(=O)N(C)C(=O)[C@@H]21	-11	6	-1	-5	-19	2	1	-4	-9	1
COc1ccc(-n2c(COc3ccccc3)nnc2SCC(=O)Nc2ccc3c(c2)OCO3)cc1	3	5	-1	.	.	-6	-8	4	0	0
Cc1ccc(-n2nc3ccc(N)cc3n2)cc1	-423	-5	i	11	1	21	-8	-124	1	i
CCCCN(C)C(=O)c1nc2ccccn2c1CNCCCn1ncc2ccccc21	-2	0	1	2	-8	3	0	-5	0	-9
COc1ccccc1NS(=O)(=O)c1ccc(C(=O)N2CCCCCCC2)cc1	-3	1	-2	-5	-1	-3	4	-4	3	-4
COc1cccc(NC(=O)Cn2nnc(C(=O)NCc3ccc4c(c3)OCO4)c2N)c1	-2	9	-4	0	1	15	7	-3	-9	-2
N#CC1(NC(=O)COC(=O)Cc2c[nH]c3ccccc23)CCCCC1	-16	5	-4	-2	5	9	-1	-3	6	-3
Cc1cccc(C(=O)c2cn[nH]c2-c2ccc(C)cc2O)c1	-1	-2	-2	-5	-10	15	4	-1	0	-6
Cc1ccnc(N2CCN(C(=O)CSc3nc4ccccc4nc3N3CCC(C)CC3)CC2)c1	-15	-2	-18	0	-6	-10	-1	0	-2	-24
C#CCOCCOCCOCCNc1nc(N2CCN(C(=O)[C@H](CO)n3cc([C@@H](N)C(C)C)nn3)CC2)nc(N2CCN(C(=O)[C@H](CO)n3cc([C@@H](N)C(C)C)nn3)CC2)n1	-4	5	0	-3	-8	15	4	-7	-3	0
CN(C(=O)c1ccc(Br)o1)C1CCS(=O)(=O)C1 (stereo not drawn)	0	-3	-3	3	-9	6	3	-4	5	-7
Cc1cc(C)cc(NC(=S)NCCCN2CCOCC2)c1	-2	8	0	-9	6	1	3	-2	-2	1
CCOc1ccc(N2C(=O)C(c3ccccc3)=C(c3nc4ccccc4s3)C2NC(C)=O)cc1 (stereo not drawn)	-1	-13	3	-8	-11	3	0	1	4	2
CCOC(=O)c1c(C)[nH]c(C(=O)OC(C)C(=O)NCc2ccccc2)c1C (stereo not drawn)	-8	-7	-4	-7	-12	-8	10	-3	3	-12
CN1CCC(N2CCN(c3cccc(C(F)(F)F)c3)CC2)CC1	-3	-7	0	4	-8	-14	0	-2	5	3
O=C1C=CC(=O)c2c(O)c(N3CCN(CCO)CC3)c(Cl)c(O)c21	-53	-6	-34	0	14	8	40*	-16	10	-46
O=C(CCNc1cccc(Cl)c1)c1cccs1	4	2	4	-3	-9	-11	2	5	5	0
CC(C)(C)c1ccc(-c2cn(C[C@H](Cc3ccccc3)n3c(=O)c4ccccc4n3Cc3ccno3)nn2)cc1	-87	-1	-22	.	.	7	-4	-27	-8	-28
O=C(NC(=S)NCC1CCCO1)c1ccc(Cl)cc1 (stereo not drawn)	-2	-3	-2	6	-2	4	-9	-3	0	0
O=C(NCCNc1cc(Cl)ccc1[N+](=O)[O-])c1ccco1	7	2	3	-4	-5	4	2	2	-2	2
Fc1cccc2sc(Nc3nc4c(F)cccc4s3)nc12	-194	2	-30	3	-1	1	-2	-41	0	-33
Cc1cc(=O)oc(C)c1C(=O)OCC(=O)c1ccccc1	8	11	-5	-4	-13	-4	-1	1	5	-7
O=C1CCC2CCCCC2(O)O1 (stereo not drawn)	-2	0	1	4	7	2	6	-8	3	1
COc1ccc(N2CCN(C(=O)Cn3c(=O)c4cccn4c4cccnc43)CC2)cc1	-7	2	-7	-1	1	9	-4	-5	2	-15
CCn1c(SCC(=O)Nc2sccc2C(N)=O)nnc1C1CC1	6	2	2	3	-6	-6	3	-1	-2	-10
Cc1ccc(S(=O)(=O)N2CCCOC2CNC(=O)C(=O)NCc2ccccc2C)cc1 (stereo not drawn)	-18	-5	-4	-13	-2	-2	0	-1	4	1
COc1cc(CN2CCCC(C(=O)c3ccc(SC)cc3)C2)cc(Cl)c1O (stereo not drawn)	4	2	3	6	2	9	1	0	3	-4
O=[N+]([O-])c1cccnc1SCc1ccccc1	4	-7	15*	6	-6	-30	-7	6	5	0
O=C(COC(=O)CN1C(=O)c2ccccc2C1=O)Nc1ccc(S(=O)(=O)N2CCCC2)cc1	1	-11	1	7	7	-16	0	1	14	2
CCn1c(C)cc(/C=C2\NC(=O)N(Cc3ccccc3)C2=O)c1C	-34	0	-28	4	7	-11	-4	-12	3	-41
CCNCc1cc2cc(C)ccc2[nH]c1=O	-84	-3	-99	4	2	-4	-2	-32	-2	-150
C/C(=N\NC(=O)c1cccc(S(=O)(=O)Nc2ccccc2Cl)c1)c1ccco1	13	-5	1	6	5	-11	-2	8	2	2
CCc1ccc(OCC(=O)NNC(=O)CSc2ncnc3sc(C)c(C)c23)cc1	-1	4	0	2	5	-4	8	0	4	1
COc1ccc(C(C)=O)cc1COC(=O)c1cc(C)oc1C	1	3	2	-7	-2	3	0	0	5	-1
CCOc1ccc(NC(=O)NC(=O)N(C)S(=O)(=O)c2ccc(C)cc2)cc1	9	-1	1	-7	25	15	-2	1	-3	2
COCCNC(=O)c1ccc(N2CC3CC(C2)c2cccc(=O)n2C3)c(NC(=O)c2ccc(C(C)(C)C)cc2)c1 (stereo not drawn)	-2	2	1	-3	-13	0	2	1	2	0
Cc1nc2ncnn2c(C)c1CCC(=O)NCCC1=CCCCC1	3	1	3	3	5	5	-5	-2	-2	3
COc1ccc(C(=O)C(CCC(CNC(C)(C)C)C(=O)c2ccc(OC)cc2)CNC(C)(C)C)cc1 (stereo not drawn)	-4	2	0	13	10	2	5	-6	0	0
Cc1ccc(S(=O)(=O)c2nc(NN(C)C)sc2Cl)cc1	3	-4	3	1	-8	-14	3	2	4	-3
O=C(Nc1cccc(C(=O)N2CCCCC2)c1)c1ccc(Cl)cc1	5	7	-2	-4	12	5	0	-2	4	-5
CCc1nnc(NC(=O)CSc2nnc(-c3ccccc3NC(=O)c3ccccc3)o2)s1	-3	0	-14	2	-17	11	3	-5	2	-17
O=C(CNCc1ccccc1)NCCCN1CCCC1=O	-4	-3	4	0	7	18	7	0	4	3
Cc1cc(/C=C2/NC(=O)NC2=O)c(C)n1-c1ccccn1	-17	-4	-21	14	2	-6	4	-7	3	-22
COc1cccc2cc(C(=O)NCc3ccco3)c(=Nc3ccc(C(=O)O)cc3)oc12	-5	4	-32	3	-14	4	7	0	-11	-27
O=C(OCC(O)COC(=O)c1cccnc1)c1cccnc1	1	-4	2	10	-1	14	5	-2	-4	-3
COc1ccc(Br)cc1CNC(=O)C1CCCN(c2nc3ccccc3o2)C1 (stereo not drawn)	10	-3	6	-5	9	0	-7	0	-4	4
CCCNC(=O)C1(CC2CC(c3ccccc3)=NO2)CCN(C(=O)Cc2ccc(F)cc2)CC1 (stereo not drawn)	6	-1	7	-2	-3	-12	5	6	2	3
CCOC(=O)c1ccc(NC(=O)CSc2nc(=O)n3cccc(C)c3n2)cc1	-5	0	-3	10	-3	11	9	-4	-4	-6
Nc1nnnn1/N=C/C=C/c1ccccc1	4	2	1	8	-2	7	-4	-4	-4	-1
CCCCNC(=O)C1C(c2ccc(C(F)(F)F)cc2)=Nc2ccccc2N1C(C)=O (stereo not drawn)	-27	7	-105	0	-12	4	3	-9	2	-142
O=C(NCc1ccco1)C1CCN(C(=O)c2ccc(Cl)cc2)CC1	-10	9	5	-6	-2	12	-5	-6	6	-4
COC(=O)C(C(=O)OC)=C(/C=C/N(C)C)N(C)C	-7	-5	-4	4	9	2	1	-2	-4	-4
Cc1ccc(OCC(=O)Nc2ccncc2)c(C)c1	-6	3	0	13	5	3	-4	-7	-6	0

# Entries of single compounds from above:
# Listed for CCCNC(=O)C1(CC2CC(c3ccccc3)=NO2)CCN(C(=O)Cc2ccc(F)cc2)CC1 (stereo not drawn) = ADAM10 inh = 6; DDE Tn7 FP inh = -1; PLCg1 inh = 7; ARFGAP1 inhibitor = -2; ASAP1 inh = -3; TDP2 inh = -12; Tn6 DDE FP = 5; ADAM17 inh = 6; SIAE inh = 2; PLCb3 inh = 3
# Listed for CCCCNC(=O)C1C(c2ccc(C(F)(F)F)cc2)=Nc2ccccc2N1C(C)=O (stereo not drawn) = ADAM10 inh = -27; DDE Tn7 FP inh = 7; PLCg1 inh = -105; ARFGAP1 inhibitor = 0; ASAP1 inh = -12; TDP2 inh = 4; Tn6 DDE FP = 3; ADAM17 inh = -9; SIAE inh = 2; PLCb3 inh = -142

# Continued.
smiles	ADAM10 inh	DDE Tn7 FP inh	PLCg1 inh	ARFGAP1 inhibitor	ASAP1 inh	TDP2 inh	Tn6 DDE FP	ADAM17 inh	SIAE inh	PLCb3 inh
COCCn1cc(C(=O)NCCN(C)C)c2c3ccccc3n(C)c2c1=O	-181	0	-57	-6	-7	-10	-7	-76	3	-82
CN(C)c1nc(C(=O)OCCO)nc(N(C)C)n1	-4	-3	2	1	-15	12	6	-2	1	-1
COc1ccccc1OCCCC(=O)NCc1ccco1	2	-1	6	-1	7	-13	1	1	4	-3
Cc1ccc(S(=O)(=O)N[C@@H](Cc2ccccc2)C(=O)N2CCC(C(=O)N[C@@H](CCC(N)=O)C(=O)O)CC2)cc1	-6	1	-3	10	-2	-7	-8	-4	-9	-4
